# All columns: NCI-60 one-dose screen, growth in % after 48 h at 10 µM unless noted; 100 = growth as untreated, 0 = no growth, -100 = all killed.
# HS 578T: HS 578T breast cancer | hit rate 4.1% among 78,000
# SK-MEL-28: SK-MEL-28 melanoma; AID 1794761; hit rate 4.1% among 81,000
# MALME-3M: MALME-3M melanoma | hit rate 5.8% among 78,000
# BT-549: BT-549 breast cancer | hit rate 4.4% among 78,000 | AID 1794793
# SK-MEL-2: SK-MEL-2 melanoma; hit rate 4.7% among 77,000
# UACC-62: UACC-62 melanoma. AID 1794756. hit rate 5.4% among 81,000
# T-47D: T-47D breast cancer | hit rate 5% among 79,000
# UACC-257: UACC-257 melanoma; hit rate 4.4% among 78,000
# Starred values were filed as active, the others as inactive; . = no result given; & = joins results of further samples. Rule for the calls: active = growth percent below 10; inactive = the rest. Not a hit list, and some 10% of all compounds hit somewhere here.
# Start of the data: the first seven records, to show the layout:
SMILES,HS 578T,SK-MEL-28,MALME-3M,BT-549,SK-MEL-2,UACC-62,T-47D,UACC-257
COC(=O)C1SCCCS1,116,108,100,109,113,103,106,85
CC[C@@H](CO)NCCN[C@@H](CC)CO,117,108,96,103,113,100,104,113
COc1ccc(C(=O)C[n+]2ccn(CC(=O)Nc3cccc4cccnc34)c2)cc1,93,93,81,71,87,78,74,77
CCc1c(C(=O)N[C@H]2c3cc(Cl)ccc3CC[C@@H]2O)[nH]c(C)c1C(C)=O,103,107,113,94,94,94,82,109
COC(=O)c1cc(-c2ccc(OC)cc2)[nH]c1N/N=C/c1c(Cl)cccc1Cl,0.4*,34,25,-9.4*,53,21,45,14
O=C(Nc1ncc(Cc2ccccc2)s1)c1ccc2c(c1)OCCO2,25,66,58,36,34,34,36,45
CCCC=NCCCC,94,106,107,108,106,92,100,.

# The listing, repeating the preview:
SMILES,HS 578T,SK-MEL-28,MALME-3M,BT-549,SK-MEL-2,UACC-62,T-47D,UACC-257
COC(=O)C1SCCCS1,116,108,100,109,113,103,106,85
CC[C@@H](CO)NCCN[C@@H](CC)CO,117,108,96,103,113,100,104,113
COc1ccc(C(=O)C[n+]2ccn(CC(=O)Nc3cccc4cccnc34)c2)cc1,93,93,81,71,87,78,74,77
CCc1c(C(=O)N[C@H]2c3cc(Cl)ccc3CC[C@@H]2O)[nH]c(C)c1C(C)=O,103,107,113,94,94,94,82,109
COC(=O)c1cc(-c2ccc(OC)cc2)[nH]c1N/N=C/c1c(Cl)cccc1Cl,0.4*,34,25,-9.4*,53,21,45,14
O=C(Nc1ncc(Cc2ccccc2)s1)c1ccc2c(c1)OCCO2,25,66,58,36,34,34,36,45
CCCC=NCCCC,94,106,107,108,106,92,100,.
O=C(Nc1ccc(OS(=O)(=O)c2ccccc2)cc1)C12CC3CC(CC(C3)C1)C2,63,75,56,26,.,57,27,38
CCOC(=O)c1sc(NCC(=O)Nc2ccccc2[N+](=O)[O-])c(C(=O)OCC)c1C,76,102,104,96,96,83,69,91
NC1=C(C/C(N)=N\O)C(c2ccc([N+](=O)[O-])cc2)c2c(ccc3ccccc23)O1 (centres undefined),103,103,56,98,103,85,82,95
Brc1cccc(-c2cc(-c3cnc4c(c3)OCCO4)n[nH]2)c1,76,59,37,67,52,56,40,73
CC(=O)NC(Cc1ccccc1)C(=O)Oc1ccc2ccccc2c1 (centres undefined),107&99,105&117,109,110,113&108,100&99,108&99,116&104
COc1ccc(C2CC(c3cccc(Nc4nc(Cl)nc5cc(OC)c(OC)cc45)c3)=NN2C=O)cc1 (centres undefined),98,99,97,91,109,92,88,105
COc1nc(Cl)nc2c1ncn2CC#CCCl,89,101,.,99,97,92,91,93
CC(C)(C)n1cc(-c2ccnc(NCCCNS(=O)(=O)c3ccc(F)cc3)c2)c(-c2ccccc2)n1,82,98,98,69,95,74,38,82
CCOC(=O)CN1C(=O)c2ccc(-c3ccc4c(c3)C(=O)N(CC(=O)OCC)C4=O)cc2C1=O,108,111,.,142,109,109,.,108
O=C(O)c1ccc(-n2cc(CNc3ccc(Oc4ccccc4)cc3)c(-c3ccccc3)n2)cc1,105,87,89,83,88,83,75,.
C#CC(C)OCC1CO1 (centres undefined),109,113,109,103,105,102,100,105
O=S(=O)(NCCNc1nccc(-c2c(-c3cccc(F)c3)nc3sccn23)n1)c1cccc(F)c1,78,95,108,82,82,56,49,104
COc1ccc(C(=O)COc2cccc(/C=C3\CSc4ccc(Cl)cc4C3=O)c2)cc1,91,114,.,43,47,72,70,89
Cc1cc(S(=O)(=O)Cl)c(Cl)cc1Cl,106,107,106,109,111,103,107,90
CC1(C)C2=C(C(=O)N1Cc1ccccc1)C(c1ccco1)N(C(=O)C1CCC1)CCN2 (centres undefined),121,115,105,106,94,92,91,96
NC(=O)Oc1cccc(OC(N)=O)c1,131,91,119,85,103,100,96,99
COc1c(O[C@@H]2OC(C)[C@@H](O)[C@H](O)C2O)cc2oc3cc(O[C@@H]4OC(C)[C@@H](O)[C@H](O)C4O)c(CC=C(C)C)c(O)c3c(=O)c2c1CC=C(C)C (some centres undefined),81,82,92,75,80,84,50,76

# Retrieved by compound from above (two):
SMILES,HS 578T,SK-MEL-28,MALME-3M,BT-549,SK-MEL-2,UACC-62,T-47D,UACC-257
C#CC(C)OCC1CO1 (centres undefined),109,113,109,103,105,102,100,105
NC(=O)Oc1cccc(OC(N)=O)c1,131,91,119,85,103,100,96,99

# Remaining list, next part.
SMILES,HS 578T,SK-MEL-28,MALME-3M,BT-549,SK-MEL-2,UACC-62,T-47D,UACC-257
Cn1c(=O)c(S(=O)(=O)c2ccccc2)cc2ccc3c(cnn3-c3ccc(Cl)cc3)c21,69,85,85,66,87,89,50,83
CCOC(=O)c1c(OC)ccc2ccccc12,118,113,120,108,103,105,108,114
O=C(c1ccccc1)c1c(/C=C/c2ccccc2)nc2ccccc2c1/C=C/c1cccs1,93,103,101,108,104,70,82,99
COc1ccc(-c2nc3cc(C(=O)NC4CCCCC4)ccc3n2C2CCCCC2)cc1,105,100,96,95,92,95,88,104
CCOC(=O)C1=C(C)N=C2Sc3ccccc3N2C1c1cn[nH]c1-c1ccc(F)cc1 (centres undefined),92,110,112,69,86,83,58,91
CC(=O)C1=C(C)NC(C)=C(C(C)=O)C1C,108,113,114,107,114,105,100,104
C/C=N\C(N)=S,109,97,99,100,144,107,86,102
O=S(=O)(c1ccccc1)n1cc2c(c1)-c1nc(Nc3ccccc3)sc1CC2,92,83,92,86,77,61,48,77
Cc1ccc(OCC(=O)Nc2ccc(Oc3ccccc3)cc2)c([N+](=O)[O-])n1,113,111,88,99,31,61,23,.
O=c1cc(Cn2cc(CSc3nc4cc(Cl)ccc4o3)nn2)c2ccccc2o1,109,111,103,98,112,104,91,101
CCC(c1ccc(O)cc1)C(CC)c1ccc(-c2ccccc2)cc1 (centres undefined),107,107,103,.,95,92,89,117
CCCN1C(=O)N(CCC)C2C1NN=c1s/c(=C\C(=O)OCC)c(=O)n12 (centres undefined),105,113,106,104,117,99,106,103
O=C(Nc1ccc(Cl)cc1)NC1CCCCC1,98,104,100,108,95,100,101,101
COc1ccc(/C=C2\Oc3cc(OCCN4CCCC4)ccc3C2=O)cc1OC,102,101,102,100,101,99,.,.
CN(C)c1ccc(C(=O)c2ccc([N+](=O)[O-])cc2)cc1,100,111,.,92,104,95,90,130
CNc1sc(S(=O)(=O)c2ccc(C)cc2)nc1S(=O)(=O)c1ccc(C)cc1,100,112,110,110,102,89,86,110
C=Cc1cc[n+](CCCCCCCCCCCC)cc1,108,111,111,116,150,105,131,111
CC/C(=C(/c1ccc(O)cc1)c1ccc(OCCN2CCCCCC2)cc1)c1ccc(OC)cc1,96,100,99,93,98,97,72,102
Fc1ccc(NC(=S)NN=C(c2ccccc2)c2ccccc2)cc1,104,115,93,65,98,92,89,94
O=C(O)C1=C(C2CCCCC2)C(=O)c2ccccc21,97,106,107,119,106,96,105,100
COc1cc(C2C=C(C)N=C3SC(C)=NN32)cc(OC)c1OC (centres undefined),114,119,.,.,107,107,92,106
CN(C)c1ccc(/C=C/C(=O)c2cccc(OCC(=O)O)c2)cc1,112,120,105,113,118,102,108,111
O=C(CSc1nc2ccccc2c(=O)[nH]1)NCCN1CCCCC1,94,99,97,104,92,91,100,97
Cn1cc(C2=C(c3cccc4ccccc34)C(=O)NC2=O)c2cc(Br)ccc21,82,111,143,109,111,112,81,138
C[C@]12c3c4cc5c(c3-c3ccccc3[C@@H]1OC(=O)N2CC4)OCO5,101,108,96,88,98,77,74,88
S=c1[nH]sc(=S)[nH]1,99,125,98,96,105,98,102,91
Cc1ccc(S(=O)(=O)n2ccc3c2CC[C@H]2C(=O)N(N(C)C)C(=O)[C@@H]32)cc1,97,101,98,82,80,92,63,94
O=C(N1c2ccccc2Sc2ccccc21)n1cnc2ccccc21,102,97,95,104,88,80,79,104
O=C1c2ccccc2C(=O)N1Cc1ccc([N+](=O)[O-])cc1Cl,115,103,95,109,95,88,103,100
COc1cc(OC)c(/C=C2\N=C(c3ccccc3)OC2=O)c(OC)c1,100,94,92,118,103,98,99,.
CS(=O)(=O)c1ccc(-c2nc3ccccn3c2C=Nc2ccc(F)cc2)cc1,106,96,93,92,107,59,83,99
COc1cc(NC(C)CCCNC(=O)CCC(=O)NCCCNCCCCCCCCNCCCNC(=O)CCC(=O)NCCCC(C)Nc2cc(OC)cc3cccnc23)c2ncccc2c1 (centres undefined),75,78,40,95,78,84,7.6*,36
CCC(CC(C)C)Nc1ccc(NC(CC)CC(C)C)cc1 (centres undefined),.,108,98,97,86,89,69,92
CCC(C(=O)OC)C(=O)c1ccccc1 (centres undefined),109,106,135,103,107,92,98,112
CCOc1c(OC)cc2c(c1O)C(=O)N[C@@H]1[C@@H](O)[C@@H](O)[C@H](O)C[C@@H]21,100,105,102,100,106,93,93,100
CCCO/N=C/c1ccccn1,104&102,99&107,105&110,91,95&116,108&99,94&107,97&102

# Some of these compounds in order of count of non-hydrogen atoms, descending.
SMILES,HS 578T,SK-MEL-28,MALME-3M,BT-549,SK-MEL-2,UACC-62,T-47D,UACC-257
CS(=O)(=O)c1ccc(-c2nc3ccccn3c2C=Nc2ccc(F)cc2)cc1,106,96,93,92,107,59,83,99
O=C(N1c2ccccc2Sc2ccccc21)n1cnc2ccccc21,102,97,95,104,88,80,79,104
COc1cc(C2C=C(C)N=C3SC(C)=NN32)cc(OC)c1OC (centres undefined),114,119,.,.,107,107,92,106

# (list continues)
SMILES,HS 578T,SK-MEL-28,MALME-3M,BT-549,SK-MEL-2,UACC-62,T-47D,UACC-257
NNC(=O)c1nc(N)n(-c2ccc(S(N)(=O)=O)cc2)n1,94,108,98,93,107,99,94,97
COc1ccc(/C=C/C(=O)c2c(O)cc(OC)cc2OC)cc1,.,102,100,102,97,66,73,94
COc1ccc(CCNc2nc(SC)nc(-c3cccc(N)c3)c2C#N)cc1OC,99,104,90,89,89,68,20,106
O=C1c2cccc3cccc(c23)C(=O)N1CCCN[C@@H]1CCC[C@H]1NCCCN1C(=O)c2cccc3cccc(c23)C1=O,69,87,62,96,.,83,70,76
Cc1nc2ccc(Br)cn2c1-c1nnc(SCc2ccc(Br)cc2)o1,106,101,114,104,102,89,102,114
Cc1nn(-c2ccccc2)c2ncn(CC(=O)N/N=C/c3ccccc3O)c(=O)c12,55,67,56,57,55,34,23,55
COc1ccc(-c2cc(-c3cccnc3)nc3sc4c(=O)n(-c5ccc(C)cc5)cnc4c23)cc1OC,87,89,102,100,108,97,99,104
COc1ccc(C(=O)c2c(N)c(C#N)cn2-c2ccc([N+](=O)[O-])cc2)cc1,95,112,102,113,108,93,90,111
c1ccc(-c2noc(CCc3nnc(-c4ccccc4)o3)n2)cc1,100,104,103,110,119,95,104,99
S=c1nc[nH]c2c1ncn2C1CCCCO1 (centres undefined),133,123,219,168,106,87,85,101
COC(=O)/C=C1\SC(=Nc2cccc(Cl)c2)N(CCc2c[nH]c3ccccc23)C1=O,67,65,46,45,41,18,12,37
COc1cc(C2NC(c3ccc(Cl)cc3)C(C)C(=NC(=O)c3cnccn3)C2C)cc(OC)c1OC (centres undefined),109,110,80,102,97,101,88,120
COc1ccc([C@H]2[C@H](C(=O)Nc3cc(Br)ccn3)c3ccccc3C(=O)N2c2ccccc2)cc1,77,.,86,81,93,.,67,78
CN(C)c1nc(-c2ccccc2)cc(-c2ccc(O)cc2)n1,99,113,98,100,.,108,71,108
Cc1ccc(Nc2cc(=S)nc(N)[nH]2)cc1,85,113,125,89,128,104,93,99
O=C1c2cccc(S(=O)(=O)O)c2C(=O)c2c1cccc2S(=O)(=O)O,108,119,124,105,102,98,101,106
COc1cc(C)c(Br)cc1Br,104,121,.,111,109,97,104,106
Oc1c(Cl)c(Cl)c(Cl)c2ccccc12,98,109,93,100,98,98,99,99
Cc1c2ncccc2nc2[nH]c3ccc(OCCN(C)C)cc3c12,48,78,29,63,34,35,32,46
COc1cccc(NC(=O)c2sc3nc4c(cc3c2N)CCCC4)c1C,87,87,98,95,86,82,97,99
O=C1NC(=S)S/C1=C\c1ccc(Cl)cc1Cl,77,91,84,80,99,53,82,75
CCCCCCCCCCCCCCCCCCOc1ccccc1CC(=O)OCCC[N+](C)(C)C,67,67,53,102,88,54,72,85
N#Cc1cn(Cc2ccc(Cl)cc2Cl)c(C(=O)c2ccccc2)c1N,100,108,108,105,101,75,75,108
Oc1c(C2=NCCc3sccc32)nc2n1CCc1sccc1-2,95,108,118,99,95,91,75,89
CC[C@@]1(O)C(=O)OCc2c1cc1n(c2=O)Cc2c-1nc1ccccc1c2/C=N/OC(C)(C)C,33,14,-15*,-7.8*,-18*,-59*,2.2*,-44*
Cc1cc(C)c2c(c1)N1OC(C2)C[C@H]1c1cccc2ccccc12 (some centres undefined),89,111,.,95,.,64,86,107
NC1=NC(c2c(O)cccc2Br)n2c(nc3ccccc32)N1 (centres undefined),82,111,108,.,102,102,103,96
CCOC(=O)/C(=C/CC/C(C)=C/CC/C(C)=C/CCc1ccoc1)CC(=O)N1CCOCC1,96,93,92,100,.,85,93,89
O=C(CC(c1ccccc1)c1cccc2ccccc12)c1ccccc1 (centres undefined),94,102,85,.,97,78,91,105
Cc1ccc(NS(=O)(=O)c2ccc3c(c2)C(=O)CC(c2ccc(C(=O)C(C)C)cc2)N3)cc1C (centres undefined),73,77,51,66,64,53,40,43
O=c1oc2ccc(F)cc2c(=O)n1-c1ccc(Cl)cc1F,-0.1*,15,-20*,.,-29*,-8.7*,-19*,-17*
c1ccc(C2=NN=C(N3N=C(c4cc5ccccc5o4)CC3c3c[nH]c4ccccc34)SC2)cc1 (centres undefined),97,107,.,95,108,78,65,110
